Compound activity (PubChem BioAssay)
aSyn UTR inh: MLPCN primary screen, SNCA 5' untranslated region. AID 1813, 2009. 0.82% of 300,000 active. alpha-synuclein 5'UTR reporter, inhibitor activity. inhibition, % (tested at 7.5 µM); in the data active = inhibition above about 60%; inconclusive = no clear call, values can overlap the other calls;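 note: H4 neuroglioblastoma cells stably carrying SNCA 5'UTR luciferase fusion; 0% = DMSO wells and 100% = positive control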
HSF1 activator: HSF-1 activators, primary screen, NIH3T3-HGL cells, MG132 stress, luminescence, single point | NIH3T3-HGL HSF-1 luciferase reporter, 8 h; 100% = twice DMSO control signal | 1.7% of 300,000 active | activation, % at 9 µM;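 active = mean replicate activation of at least 50% with a set share of replicates each reaching 50%; inconclusive = only one of those two conditions met; inactive = mean below 50% and too few replicates reaching it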;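 note: 0% = median of the neutral control wells and 100% = twice that signal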
KLF5 inh: KLF5 expression inhibitors, primary screen, DLD-1 cells, luminescence | inhibition, % at 5 µM | AID 1700, 2009 | 0.23% of 290,000 active | DLD-1 KLF5 promoter-luciferase reporter;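 active = inhibition above a per-plate limit of that plate's mean compound inhibition plus 3 SD, cut at about 60% in these data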;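 note: 0% = DMSO wells and 100% = LY294002 at 200 µM; higher means less KLF5 promoter-driven luciferase light; inactives centre near -14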
AI-2 QS modul: Vibrio harveyi AI-2 quorum sensing modulators, primary screen, JMH597 strain, luminescence/OD600 ratio | Vibrio harveyi JMH597 AI-2 luminescence/OD600 ratio, 9 h; active compounds read low; strain lacks LuxN and CqsS sensors; 0 = neutral-control median | activity change, % at 7.5 µM | 0.4% of 300,000 active | AID 2094, 2009; in the data active = activity change below about -75%, passing the limit was not always enough; inconclusive = no clear call, values can overlap the other calls;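 note: luminescence divided by OD600 gain over 9 h not by final OD600 alone; inactives centre near 13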
HSP90 inh: HSP90 inhibitors, primary screen, cell lysate, luminescence. Heat shock protein HSP 90 (rabbit reticulocyte lysate; luciferase refolding). Rabbit reticulocyte lysate, luciferase refolding luminescence, 3 h. inhibition, % at 5.6 µM. 0.91% of 290,000 active. AID 1789, 2009;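 active = inhibition above the screen-wide mean plus 3 SD, computed separately per campaign, cut at about 16% in these data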;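 note: 0% = DMSO wells and 100% = 60 µM geldanamycin wells; inhibitors lower the luminescence because luciferase stays unfolded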
GSK3 alpha inh: blockers of GSK3A enzyme activity – biochemical, luminescence, cell-free homogeneous, HTS, primary screen | Glycogen synthase kinase-3 alpha (Homo sapiens), P49840 | GSK-3 alpha kinase, ADP-Glo luminescence, 60 min | inhibition, % at 10 µM | 0.1% of 320,000 active | AID 2650, 2010;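 in the data active = inhibition above about 50%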;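 note: GST-tagged GSK-3 alpha with peptide substrate and 25 µM ATP; 0% = DMSO neutral wells and 100% = GW8510 positive control wells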
Target sequence (P49840 whole entry, looked up): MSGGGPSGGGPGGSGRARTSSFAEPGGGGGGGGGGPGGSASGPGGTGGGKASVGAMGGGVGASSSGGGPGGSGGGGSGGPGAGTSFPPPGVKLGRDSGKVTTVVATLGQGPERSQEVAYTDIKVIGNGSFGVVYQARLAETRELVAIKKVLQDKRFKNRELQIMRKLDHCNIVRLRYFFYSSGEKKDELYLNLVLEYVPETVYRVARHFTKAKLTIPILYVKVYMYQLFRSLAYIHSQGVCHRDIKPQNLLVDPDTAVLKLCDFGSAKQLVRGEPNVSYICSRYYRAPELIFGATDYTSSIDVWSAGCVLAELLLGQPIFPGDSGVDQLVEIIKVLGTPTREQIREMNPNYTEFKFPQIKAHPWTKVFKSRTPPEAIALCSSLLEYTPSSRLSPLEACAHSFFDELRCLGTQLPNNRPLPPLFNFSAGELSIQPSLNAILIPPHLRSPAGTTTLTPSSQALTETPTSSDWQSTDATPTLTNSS
GSK3B inh: human GSK3beta kinase inhibitors, primary screen, biochemical, cell-free homogeneous, HTS. Glycogen synthase kinase-3 beta (Homo sapiens), P49841. GST-GSK3beta kinase, ADP-Glo luminescence, 60 min; active compounds read low. activity score (negative = inhibition), % at 10 µM. 0.038% of 300,000 active. AID 2097, 2009;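 active = more than half of replicate wells score below -50%, meaning over 50% inhibition versus plate controls; inconclusive = some replicates but at most half score below -50%; inactive = no replicate scores below -50%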;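 note: 0% = median DMSO wells and -100% = median GW8510 positive control wells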
Target sequence (P49841 whole entry, looked up): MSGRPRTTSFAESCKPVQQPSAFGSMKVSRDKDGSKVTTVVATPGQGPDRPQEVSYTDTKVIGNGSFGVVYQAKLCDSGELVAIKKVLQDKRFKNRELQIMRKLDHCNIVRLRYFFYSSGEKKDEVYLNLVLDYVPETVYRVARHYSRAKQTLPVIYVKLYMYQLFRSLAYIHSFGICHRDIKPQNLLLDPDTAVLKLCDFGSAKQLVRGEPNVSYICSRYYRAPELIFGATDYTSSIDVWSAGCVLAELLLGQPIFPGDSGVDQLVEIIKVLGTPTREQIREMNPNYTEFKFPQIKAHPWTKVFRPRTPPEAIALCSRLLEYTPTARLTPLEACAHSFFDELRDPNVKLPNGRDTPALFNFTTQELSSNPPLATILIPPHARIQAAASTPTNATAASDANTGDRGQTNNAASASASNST
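Test system: GST-tagged human GSK3beta kinase, cell-free; evaluation: activity score scaled between in-plate DMSO and GW8510 controls; measured by: ADP-Glo luminescence; incubation: 60 min reaction, RT; benchmarks: DMSO and 20 µM GW8510; reagent: peptide substrate plus 25 µM ATP (final); medium: Tris/MgCl2 kinase buffer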
IEC-6 cytotox: cytotoxicity in IEC-6 intestinal epithelial cells, primary screen, cytotoxicity control for KLF5 inhibitor project, cell-based, luminescence; IEC-6 cytotoxicity, luminescence viability; inhibition, % at 5 µM; 0.78% of 290,000 active; in the data active = inhibition above about 22%;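 note: 0% = plate median of test compound wells and 100% = cytotoxic reference compound wells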
PolyA inh: polyadenylation inhibitors in yeast reporter cells, primary screen, luminescence, S. cerevisiae; calls only at 12 µM; S. cerevisiae SKY197-pL101 polyadenylation reporter, beta-gal luminescence; efflux-impaired pdr1/pdr3 knockout yeast; score 100 = 6 SD above DMSO; 0.02% of 300,000 active;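 active = lowest replicate activity score at least 50, where 100 means six control SD above control mean; inconclusive = lowest score under 50 but half or more replicates reach 50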;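 note: yeast exposed to compound for 9 h at 30 °C; higher score means more reporter readthrough which indicates perturbed polyadenylation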
HSF1 inhib: HSF1 inhibitors in luciferase reporter cells, primary screen, cell-based, NIH3T3, luminescence. NIH3T3-HGL HSE-luciferase, MG132-induced, luminescence 8 h; active compounds read low. activity change, negative = inhibition, % at 7.5 µM (by protocol). 0.77% of 300,000 active. AID 2098, 2009;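 active = more than half of replicate wells show activity change below -50%, luminescence cut by over half; inconclusive = some wells, but at most half, below -50%; inactive = no replicate well below -50%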;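 note: luciferase reports HSF-1 transcriptional activity via heat shock element; 0% = median of DMSO wells and -100% = zero luminescence signal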
Active calls of the source: *; i = inactive; ? = inconclusive; / = no result given.

SMILES	aSyn UTR inh	HSF1 activator	KLF5 inh	AI-2 QS modul	HSP90 inh	GSK3 alpha inh	GSK3B inh	IEC-6 cytotox	PolyA inh	HSF1 inhib
O=C(c1c(F)c(F)c(F)c(F)c1F)N(Cc1ccccc1)Cc1ccccc1	-19	8	-6	9	-2	1	-21	1	i	7
COc1ccc2c3c1O[C@H]1C[C@@H](O)C=C[C@@]31CCN(C)C2	62*	-14	5	6	1	-3	1	-7	i	-2
CCOC(=O)C1=C(C)N(C)C(=O)NC1c1ccc(C)s1 (centres undefined)	22	15	1	26	1	4	-1	-13	i	12
Cc1ccn(C(=O)c2ccc(NC(=O)C3CC3)cc2)n1	9	-3	-12	18	-1	-2	-4	1	i	-7
CCN(CC(=O)Nc1ccccc1C(F)(F)F)C(=O)c1ccccc1Cc1ccccc1	0	20	/	10	/	-3	-3	/	i	10
CCc1nnc(NC(=O)CSc2nnc(-c3cc4ccccc4cc3O)n2CC)s1	0	3	-4	-8	-2	-2	4	-4	i	3
O=C(NC1CCCC1)c1cc(S(=O)(=O)N2CCOCC2)c(Cl)cc1Cl	-16	-2	3	8	1	0	-1	0	i	-3
O=C1CCCc2[nH]c(-c3ccccc3)nc21	-51	23	-30	43	0	2	-3	3	i	5
CCc1ccccc1NC(=O)C(C)n1nc([N+](=O)[O-])c(Br)c1C (centres undefined)	9	3	-4	13	1	-4	-1	-3	i	-1
O=C(O)C1=C[C@@H](c2coc3ccccc3c2=O)C[C@@H](OCCCCO)O1	8	-18	-13	5	6	-2	2	-2	i	-11
O=C(CSc1nc2ccccc2c(=O)n1-c1ccccc1)N1CCc2ccccc21	20	/	-12	37	-2	0	1	-1	i	/
CCc1nnc(NC(=O)CSc2ccc(-c3nc4ccc(C)cc4[nH]3)cn2)s1	-159	68*	-13	2	-1	-3	1	4	i	26
Cc1ccc(N(C(=O)c2ccc3c(c2)OCO3)C2C=CS(=O)(=O)C2)cc1 (centres undefined)	15	0	-9	22	2	-6	2	-4	i	3
CC1C/C(=N/NC(=O)c2cccs2)CC(C)(C)C1 (centres undefined)	-101	41	-201	18	2	0	5	2	i	25
Nc1nc(SCc2ccc([N+](=O)[O-])cc2)c2ncn(C3OC(CO)C(O)C3O)c2n1 (centres undefined)	11	7	-15	44	1	-1	0	7	i	1
COC(=O)/C(C#N)=C/c1ccc(-c2ccc(S(N)(=O)=O)cc2)o1	-1	-7	-8	21	2	-1	3	-3	i	-2
COc1ccc(C(c2nnnn2Cc2ccccc2)N2CCN(c3ccccc3)CC2)cc1 (centres undefined)	16	8	8	-2	1	4	-4	5	i	2
Cn1cccc1C(=O)Nc1nc(-c2ccccn2)cs1	-32	29	-149	?	1	0	-1	16	i	32
CN(CCO)c1cc(N(C)CCO)c([N+](=O)[O-])cc1[N+](=O)[O-]	8	14	-17	28	1	2	-3	-4	i	-5
COc1cc2cc(C(=O)Nc3ccccc3)c(N)nc2cc1OC	14	0	-52	11	-1	-1	1	5	i	7
COc1ccc(N2C(=NC(=O)CCCc3ccccc3)SC3CS(=O)(=O)CC32)cc1 (centres undefined)	39	-38	-12	21	-2	0	-3	2	i	-18
Oc1ccccc1C=NCCCCCCN=Cc1ccccc1O	13	-12	3	-1	0	0	-5	-1	i	-5
CCn1cc(C(=O)N2CC(C)CC(C)C2)c(=O)c2cc(S(=O)(=O)N3CCCC3)ccc21 (centres undefined)	27	4	-6	4	-3	1	3	2	i	-3
CCC(=O)N1CCc2cc(Br)cc(S(=O)(=O)N3CCCCCC3)c21	24	11	16	15	3	1	-1	-4	i	1
Nc1c(S(=O)(=O)c2ccccc2)nnn1-c1ccccc1	10	-8	-20	-97*	3	1	1	-3	i	-10
O=S1(=O)CC(O)C(N2CCC(c3ccccc3)CC2)C1 (centres undefined)	7	-11	16	17	-1	0	4	-2	i	4
Cc1c(N2C(=O)C(C)SC23C(=O)Nc2ccccc23)c(=O)n(-c2ccccc2)n1C (centres undefined)	22	-7	-16	18	-1	-1	-2	3	i	1
CCN(CC(=O)NC1CCS(=O)(=O)C1)S(=O)(=O)c1ccc(C)cc1C (centres undefined)	-20	-5	-12	27	-2	0	5	-1	i	-6
O=C(Nc1nnc(C2=COCCO2)o1)c1ccc([N+](=O)[O-])cc1	4	-15	-28	21	-3	1	2	0	i	9
CN(NS(=O)(=O)c1ccc(Cl)cc1)c1nc(C(F)(F)F)nc2ccccc12	-13	-1	-18	32	-2	/	-2	4	i	4
Cc1ccc(OCC(=O)N2CCc3ccccc3C2)c(C)c1	-41	10	-21	20	0	-4	-4	2	i	7
Cc1cccc(NC(=S)N(CCCN2CCOCC2)Cc2ccco2)c1	-6	-19	-5	5	-4	-1	5	-8	i	-10
CC(=O)N(CCc1cccc(C)c1)Cc1cc2ccc(C)cc2[nH]c1=O	4	24	-79	15	1	-2	0	0	i	1
CC(C)=C1SC(N2CCN(c3cccc(C(F)(F)F)c3)CC2)=NC1=O	-11	6	-26	24	-4	0	5	4	i	3
COc1ccc(C)cc1S(=O)(=O)N(CC(=O)Nc1cccc([N+](=O)[O-])c1)c1ccc(C)cc1	-7	7	-5	28	6	1	2	-1	i	13
COc1ccc(NS(=O)(=O)c2cccc(C(=O)N3CCCC3)c2)cc1	-7	-18	/	36	/	-1	-4	/	i	-6
O=C(c1cccn2c(=O)c3ccccc3nc12)N1CCN(c2ccccn2)CC1	24	17	-8	8	5	0	-1	7	i	6
COc1cc2c(cc1NS(=O)(=O)N1CCCCC1)oc1ccccc12	9	6	-25	6	-6	-3	7	1	i	3
O=C(O)c1cn(-c2ccc(F)c(F)c2)c2c(F)c(F)c(F)c(F)c2c1=O	28	-6	-2	11	1	-1	0	2	i	-5
NCC12CC3CC(C1)CC(c1ccc(Br)cc1)(C3)C2	15	-12	-10	16	2	9	-9	5	i	1
N#C/C(=C\c1ccccc1)C(=O)NCc1ccc(F)cc1	-21	16	-10	40	8	-4	2	1	i	0
COc1cc(/C=C(\C#N)C(=O)NCC2CCCO2)c([N+](=O)[O-])cc1OC (centres undefined)	-22	-8	18	20	3	-2	-2	-9	i	-1
Cc1ccc(NC(=O)C2(c3ccccc3)CC2(Cl)Cl)cc1C (centres undefined)	-10	12	-11	23	-1	-2	-1	-9	i	0
CCOc1ccc(C(N)=O)cc1OC	-21	-23	-29	16	3	-1	-1	1	i	-12
COc1ccc(OC)c(NC(=O)CCN2CCN(C)CC2)c1	-2	-2	5	-8	10	2	0	4	i	-6
CCOC(=O)C1=NOC(CNC(=O)c2c(-c3ccccc3Cl)noc2C)C1 (centres undefined)	-2	-9	-12	1	0	0	4	-2	i	1
N=c1n(CCN2CCCCC2)c2ccccc2n1CC(O)c1cccc(Br)c1 (centres undefined)	-34	5	-40	15	-1	5	-3	-7	i	1
COc1cccc2cc(C(=O)CS(=O)(=O)c3ccc(C(C)(C)C)cc3)c(=O)oc12	6	2	-24	13	0	-3	1	1	i	-3
CCc1ccc(NC(=O)c2cc(S(=O)(=O)N3CCc4ccccc43)cn2C)cc1	6	4	-22	23	5	1	2	4	i	2
Cc1cc(NC(=O)COC(=O)c2cc(S(=O)(=O)N3CCOCC3)ccc2N2CCCCC2)no1	0	2	-40	6	5	27	1	-2	i	5
O=[N+]([O-])c1cc(C(F)(F)F)cc([N+](=O)[O-])c1N1CCN(S(=O)(=O)c2ccccc2)CC1	19	7	-4	8	-6	2	1	-6	i	-6
COCC(=O)N1CCc2ccc(NC(=O)c3ccc(C(F)(F)F)cc3)cc2C1	-29	8	-51	19	-1	-6	6	4	i	-1
COc1ccc(-c2[nH]c3ccccc3c2SCCN)cc1	-2	-3	-19	13	6	-2	0	2	i	12
CC1CCCCC1NC(=O)C1CCCN1S(=O)(=O)c1cccc2nsnc12 (centres undefined)	17	-7	-2	10	1	11	-3	5	i	-7
CCc1noc(C)c1C(=O)Nc1nc(-c2ccc(Cl)cc2Cl)c(C)s1	38	0	-19	14	2	0	0	-1	i	2
CCOC(=O)C1CCN(Cc2cnc(Oc3ccc(C(C)(C)C)cc3)s2)CC1	15	1	-10	-37	0	0	-1	2	i	4
CCC(=O)c1ccc(Oc2ccc(C(=O)c3ccc(C)cc3)cc2[N+](=O)[O-])cc1	-7	2	-9	11	-1	-2	0	-2	i	10
CCOc1ccc(N2CC(C(=O)Nc3nnc(Cc4ccc(OC)c(OC)c4)s3)CC2=O)cc1 (centres undefined)	14	-9	-10	13	-5	-3	1	-15	i	-4
O=C1NC(=O)/C(=C/c2ccc(-c3cc(C(=O)O)ccc3Cl)o2)S1	-22	36	-11	36	0	28	2	-19	i	7
COc1ccc(-n2c(CN3CCN(c4ccc(F)cc4)CC3)nc3ccc([N+](=O)[O-])cc3c2=O)c(OC)c1	7	34	-36	33	0	-1	-1	3	i	7

(list continues)
SMILES	aSyn UTR inh	HSF1 activator	KLF5 inh	AI-2 QS modul	HSP90 inh	GSK3 alpha inh	GSK3B inh	IEC-6 cytotox	PolyA inh	HSF1 inhib
Cc1cc2cc(C(c3nnnn3Cc3ccco3)N3CCCCC3)c(=O)[nH]c2cc1C (centres undefined)	3	13	-29	10	-1	5	1	-10	i	13
CCOC(=O)Nc1ccc2c(c1)nc1n2CCN(CCOC)C1	-16	10	-54	13	-1	-1	-2	-1	i	-4
CCOC(=O)c1[nH]c(=O)[nH]c1CSc1nc(C)cc(C)n1	6	-1	-22	82	0	-1	-2	-2	i	-3
Cc1ccc2cc(CN(C(=O)c3ccco3)c3ccccc3C)c(=O)[nH]c2c1	6	4	-15	28	-3	0	-2	0	i	3
C/C(CCS(=O)(=O)c1ccccc1)=N/O	-4	6	4	19	7	0	0	10	i	4
COc1ccc(C(=O)NCc2nnc(SCC(=O)Nc3cc(C)cc(C)c3)o2)cc1OC	16	-20	-9	11	1	-6	-4	0	i	-3

Only part of the results is shown, so the mix of outcomes need not match the whole.
